LEDGF integ inh: blocks HIV-1 LEDGF/p75-dependent DNA integration. TR-FRET IN-LEDGF/p75 DNA integration, Eu/Cy5. inhibition, % at 3.7 µM. hit rate 0.64% among 370,000. AID 743269;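 active = inhibition above the screen-wide mean plus 3 SD, cut at about 13% in these data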;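 note: signal is the Cy5 over europium emission ratio at 671 and 618 nm; 0% = plate median of compound wells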
PG9 Ab binder: binds the HIV-1 gp120 antibody PG9; TR-FRET gp120-PG9 antibody binding; inhibition, % at 6.7 µM; hit rate 0.43% among 360,000; AID 624416; in the data active = inhibition above about 8.5%
Tn7 DDE FP: inhibitors of Tn7 peptide binding to human fibrin DD(E) | FP displacement of FITC-Tn7 peptide from fibrin DD(E); 0% = median of compound wells per plate | inhibition, % at 8.3 µM | hit rate 0.13% among 370,000 | AID 720508;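 active = inhibition above the mean of compounds falling within the control limits plus 3 SD of them, cut at about 14% in these data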;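 note: 0% = plate median of compound wells and 100% = 10 µM Aha-Tn7 peptide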
Target sequence (P02675 whole entry, looked up): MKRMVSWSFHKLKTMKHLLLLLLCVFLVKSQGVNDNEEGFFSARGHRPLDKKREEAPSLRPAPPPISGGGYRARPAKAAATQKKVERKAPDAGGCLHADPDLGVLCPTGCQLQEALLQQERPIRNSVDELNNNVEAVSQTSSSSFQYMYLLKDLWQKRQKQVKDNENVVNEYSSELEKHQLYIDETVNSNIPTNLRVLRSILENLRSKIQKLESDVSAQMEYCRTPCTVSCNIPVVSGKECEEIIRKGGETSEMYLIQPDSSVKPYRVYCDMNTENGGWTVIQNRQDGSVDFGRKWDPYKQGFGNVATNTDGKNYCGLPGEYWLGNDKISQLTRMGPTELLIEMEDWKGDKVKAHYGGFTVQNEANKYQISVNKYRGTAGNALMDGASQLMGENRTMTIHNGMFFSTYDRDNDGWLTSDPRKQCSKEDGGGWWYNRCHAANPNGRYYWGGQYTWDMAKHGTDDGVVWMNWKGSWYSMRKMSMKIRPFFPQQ
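Assay system: human fibrin DD(E). Input: DD(E) 2 µM final. Medium: Tris buffer with calcium and detergent, pH 7.8. Compound dosing: single point at 8.3 µM. Timing: 10 min plus 3 h, room temperature. Technique: fluorescence polarization of the labelled Tn7 tracer. Read-out: percent inhibition. Replicates: singlicate testing.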
UHRF1 binding: UHRF1 methyl-DNA binding inhibition. Q96T88. UHRF1 binding to methylated oligo, TR-FRET. inhibition, % at 4.4 µM. hit rate 0.75% among 370,000. AID 687016; in the data active = inhibition above about 21%;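 note: UHRF1 SRA domain binding a hemimethylated CpG hairpin DNA probe; 0% = median of test compound wells and 100% = reference inhibitor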
TDP2 inh: TDP2 (human) inhibition, absorbance primary screen; hit rate 0.34% among 370,000; O95551; inhibition, % at 12.8 µM; AID 720702; recombinant TDP2, T5PNP hydrolysis, p-nitrophenol absorbance 415 nm;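 active = inhibition above the mean of all tested compounds plus 3 SD, set per campaign, cut at about 25% in these data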;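 note: 0% = DMSO with enzyme and 100% = buffer with substrate but no TDP2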
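Test system: human TDP2 enzyme; Input: 120 nM TDP2 per well; Buffer or medium: Mg2+-containing Tris-HCl buffer, pH 7.5; Reagent: 5 mM T5PNP; Dosing: 12.8 µM single point, 1% DMSO; Incubation: reaction 2 h, 37 °C; Detection: p-Nitrophenol epi absorbance; Read-out: % inhibition relative to enzyme-containing and enzyme-free wells; Replicates: single well per compound.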
PRMT1 inh: inhibitors of human PRMT1; hit rate 1.3% among 370,000; recombinant PRMT1, activity-based probe fluorescence polarization; Q99873; inhibition, % at 2.79 µM; AID 652257;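 active = inhibition above about 21% made by adding two undisclosed values, limit read from the data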
TCR-CD3 inh: inhibitors of human TCR-CD3 interaction; TAMRA-labeled TCR probe fluorescence, biochemical; inhibition, % at 9.4 µM; hit rate 0.37% among 360,000; in the data active = inhibition above about 19%;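 note: recombinant mutant TCR 2C K166C tagged with TAMRA read by polarization; 0% = receptor in buffer alone and 100% = receptor with positive control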
mABHD4 FP: inhibitors of mouse ABHD4; hit rate 0.54% among 370,000; AID 720543; purified mABHD4, FP-Rh probe fluorescence polarization; inhibition, % at 8.92 µM;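 active = inhibition exceeding the mean over every tested compound plus 3 SD, cut at about 30% in these data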;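 note: 0% = plate median of compound wells and 100% = S159A mutant with DMSO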
Target sequence (Q8VD66 whole entry, looked up): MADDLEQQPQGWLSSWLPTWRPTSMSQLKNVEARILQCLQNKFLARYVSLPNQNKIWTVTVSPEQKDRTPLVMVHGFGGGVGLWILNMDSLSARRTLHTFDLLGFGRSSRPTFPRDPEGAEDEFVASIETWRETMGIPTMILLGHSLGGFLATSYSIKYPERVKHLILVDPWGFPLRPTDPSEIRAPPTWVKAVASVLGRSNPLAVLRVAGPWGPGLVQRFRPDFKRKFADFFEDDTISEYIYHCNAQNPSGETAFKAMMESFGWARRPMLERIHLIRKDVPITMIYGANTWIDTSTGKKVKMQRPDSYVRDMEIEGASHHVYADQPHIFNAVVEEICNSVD
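Test system: mABHD4 protein | Buffer or medium: HEPES pH 7.0 buffer, 150 mM NaCl, 0.01% Pluronic F-127 | Probe or stimulus: FP-Rh fluorescent activity-based probe, added after compound pre-incubation | Timing: Pre-incubation 45 min, probe exposure 60 min, at 25 °C | Technique: Fluorescence polarization, excitation 525 nm, emission 598 nm, BODIPY TMR filters | Repeats: Single well per compound (singlicate)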
HTRA1 inhibitor: HTRA1 (human) protease inhibition. Q92743. recombinant HTRA1, FP-rhodamine activity-based probe, fluorescence polarization. inhibition, % at 5.96 µM. hit rate 0.5% among 340,000. AID 504803; in the data active = inhibition above about 36%;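 note: 0% = enzyme with DMSO and 100% = wells lacking enzyme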
SIAE inh: blocks human sialic acid acetylesterase. Q9HAT2. SIAE FP-Rh probe binding, fluorescence polarization. inhibition, % at 9.66 µM. hit rate 0.69% among 370,000;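 active = inhibition above a cutoff: mean of compounds within the control limits plus 3 SD of those, cut at about 17% in these data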;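 note: 0% = plate median of compound wells and 100% = probe without SIAE protein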
* = called active by the depositor; · = no result given.

SMILES	LEDGF integ inh	PG9 Ab binder	Tn7 DDE FP	UHRF1 binding	TDP2 inh	PRMT1 inh	TCR-CD3 inh	mABHD4 FP	HTRA1 inhibitor	SIAE inh
CC1Sc2ccc(C(=O)N(CCc3ccccc3)Cc3ccccc3)cc2NC1=O (configuration not stated)	2	-0.4	-2	2	1	0	-2	11	-44	-15
CC(C(=O)OCC(=O)c1ccc([N+](=O)[O-])cc1)N1C(=O)C2C3CCC(C3)C2C1=O (configuration not stated)	-1	-1.6	-4	1	1	11	2	3	-1	-1
CC(=O)Nc1ccc(Oc2ccc3c(c2)C(=O)NC3=O)cc1	0	-0.9	2	0	8	-1	2	5	3	3
CN(C)C(/C=C/Nc1ccc(O)cc1)=C(C#N)C#N	3	0.7	3	-4	7	-1	0	6	-6	-4
Cc1ccc(CN(Cc2ccco2)C(=S)NCC(=O)NCc2cccnc2)cc1	-6	-0.4	3	10	-14	20	-1	0	-6	0
Fc1cccc(/C=N/NC(=S)Nc2ccccc2Cl)c1	5	-2.8	5	-4	-13	2	0	-8	-6	6
O=C(COc1coc(CN2CCN(c3ccccc3)CC2)cc1=O)Nc1ccccc1F	0	-1.2	-9	14	1	3	2	2	-1	4
COC(=O)c1ccc(NC(=O)Nc2cccc(F)c2)cc1	2	-2.0	-6	2	-9	-1	6	-34	-46	-40
CCOC(=O)C1CCCN(C(=O)C(=O)Nc2ccc3nc4n(c(=O)c3c2)CCCCC4)C1 (configuration not stated)	3	0.1	0	0	-4	1	7	8	-1	-6
CCC(C)c1ccccc1NC(=O)C(C)OC(=O)c1ccco1 (configuration not stated)	-1	1.5	5	3	2	3	-7	-1	-2	-8
CCC(c1nc2ccccc2c(=O)n1CCCn1ccnc1)N1C(=O)c2ccccc2C1=O (configuration not stated)	-1	0.2	4	2	-2	-3	-9	4	0	-2
Cc1ccc(C(=O)Nc2ccc3c(c2)OCO3)cc1S(=O)(=O)N1CCCC1	-2	1.2	9	-1	4	0	0	-1	-4	4
CNc1nnc(-c2ccc(C)cc2)c2ccccc12	0	-0.5	-4	-2	11	-1	-2	-6	-2	6
CSc1ccc(C(O)c2ncc(-c3cccc(OCc4ccccc4)c3)[nH]2)cc1 (configuration not stated)	-2	-1.6	7	-2	-5	-4	-1	-35	·	-22
O=C(COC(=O)c1c(F)cccc1Cl)NC(=O)Nc1ccc2c(c1)OCCO2	2	-0.9	-1	0	7	-2	3	-7	-1	0
CCN(CC(=O)NC(C)(C)C)C(=O)C(c1ccccc1)c1ccccc1	5	-0.3	0	-1	14	-8	10	1	1	5
COC(=O)CSc1nnc(-c2ccc(NS(=O)(=O)c3c(C(C)C)cc(C(C)C)cc3C(C)C)cc2)o1	-2	·	8	-2	2	-1	·	-58	·	-54
Cc1ccc(/C=C2\S/C(=N/S(=O)(=O)c3cccs3)NC2=O)cc1	-2	1.4	0	0	4	0	8	-20	-70	-31
COC(=O)c1ccc(SCC(=O)NC2CCCC2)c([N+](=O)[O-])c1	1	0.8	-5	-5	3	-2	1	-11	0	1
CC1(C)CC(=O)C(CS(=O)(=O)c2ccccc2)=C(Cl)C1	0	-1.8	1	1	6	0	0	3	2	0
CCCN(CCC)C1=CC(=[N+]2CCCC2)CC(C)(C)C1	1	-0.8	2	-3	7	0	3	0	6	1
O=C(Nc1nc(-c2cccs2)cs1)c1ccc(S(=O)(=O)N2CCCCC2)cc1	0	0.0	4	-3	1	6	-1	-51	-56	-78
NC1=C(c2ccc([N+](=O)[O-])cc2)C(=O)CO1	4	-4.2	2	-1	-14	-2	-1	-3	-2	3
COc1ccc(CN2CCC2(C)C(=O)NCCc2c[nH]c3ccccc23)c2ccccc12 (configuration not stated)	1	0.7	-6	0	0	-2	-1	-6	·	2
CCCNC(=O)Nc1cc(S(=O)(=O)CC)ccc1O	7	-3.9	1	0	-8	-1	-7	-1	8	4
(next part)
SMILES	LEDGF integ inh	PG9 Ab binder	Tn7 DDE FP	UHRF1 binding	TDP2 inh	PRMT1 inh	TCR-CD3 inh	mABHD4 FP	HTRA1 inhibitor	SIAE inh
Nc1ccc(Oc2ncccn2)c(Cl)c1	-1	-0.3	1	0	2	-3	9	3	-7	1
O=C(NC(Cc1c[nH]c2ccccc12)c1nnc2n1CCCCC2)c1ccccc1 (configuration not stated)	-4	-0.7	3	2	-14	-3	10	0	2	1
Cc1ccc2cc(CN(CCCN3CCOCC3)C(c3nnnn3Cc3ccco3)C(C)C)c(=O)[nH]c2c1C (configuration not stated)	-1	-2.2	1	-3	4	9	5	8	-4	4
Cc1ccc(-c2nc(CN(Cc3cnn(C)c3)C(C)C)c(C)o2)o1	-5	2.3	-4	2	-17	11	-9	-5	-6	-7
Brc1ccc2c(c1)-c1ccccc1C1=NCCN12	-3	4.2	-2	-11	-7	3	-4	-3	-8	-8
Cc1cccc(OCCNC(=O)c2ncn[nH]2)c1	1	2.4	-2	1	-1	0	6	-7	-2	8
COc1ccc(-n2cc(-c3ccc(C)cc3)[n+]3c2SCC3)cc1	-1	0.0	-1	0	11	0	1	7	4	3
COc1ccc(N(CC(=O)Nc2cc(OC)cc(OC)c2)S(=O)(=O)c2c(C)n[nH]c2C)cc1	0	-2.1	4	16	11	-3	10	-2	-10	-6
CN(C)CC1CCC/C(=C/c2ccc(Cl)cc2)C1=O (configuration not stated)	-1	0.3	2	0	11	3	-3	6	-5	6
COc1ccc(C)cc1N(CC(=O)NC1CCCC1)C(=O)CCC(=O)Nc1cc(C)on1	-2	-0.6	-3	-3	11	1	9	0	0	2
CN(CC(=O)Nc1cccc(F)c1)C(=O)C1CSC2(C)CCC(=O)N12 (configuration not stated)	-3	1.4	4	1	4	6	2	10	-12	6
O=C(Nc1ccc2[nH]c(=O)[nH]c2c1)c1ccc(Br)o1	-2	-1.8	-3	6	-13	4	-7	13	-4	3
O=C(c1ccco1)N1CCN(Cc2cccc3ccccc23)CC1	-3	-1.7	4	0	6	1	-1	8	-4	4
CCCn1nc(C(=O)NNC(=O)CCCOc2ccc(OC)cc2)c2ccccc2c1=O	-4	1.1	12	1	2	2	2	-5	-2	0
O=C(O)C1C2CCC(O2)C1C(=O)Nc1ccc(F)cc1 (configuration not stated)	2	0.8	6	1	2	-3	7	5	4	0
c1ccc(CN(Cc2ccccc2)c2nn[nH]n2)cc1	1	-1.5	0	0	3	-1	3	6	-7	5
Cc1ccc2c(c1)N(CCCC(=O)NCC1COc3ccccc3O1)C(=O)CO2 (configuration not stated)	1	-0.8	3	2	5	-2	-3	2	-5	12
COc1ccc(CCNC(=O)C(=O)c2c(C)[nH]c3ccccc23)cc1	-4	1.4	0	2	-10	1	-12	-3	-8	3
COc1ccc(-c2cc(-c3ccc(OC)c(OC)c3)n[nH]2)c(O)c1	0	-0.6	5	0	3	0	2	-8	-14	5
O=C(NCC1CCCO1)C1CCCN1C(=O)Nc1ccc(Cl)cc1 (configuration not stated)	6	0.8	-8	-1	4	1	-2	1	-2	9
O=C(COC(=O)Cc1ccc(F)cc1)Nc1ccc(Cl)cn1	2	-0.6	1	-2	12	-1	-3	-1	9	-2
CCOC(=O)CC1(c2ccc(OC)c(OC)c2)C(=O)c2ccccc2C1=O	3	-3.0	-1	0	-2	-1	-3	-1	12	-6
Cc1cc(Cl)ccc1OCC(=O)N/N=C1\CCCc2ccccc21	3	-2.5	6	-1	3	-1	3	-8	-4	1
Cc1cc(Br)ccc1OCCCCNCCO	1	-0.7	1	3	5	3	1	14	-2	9
Nc1c(C(=O)c2ccc(Br)s2)oc2ccccc12	1	-3.1	-2	-1	-4	2	3	7	-18	9
The listing continues:
SMILES	LEDGF integ inh	PG9 Ab binder	Tn7 DDE FP	UHRF1 binding	TDP2 inh	PRMT1 inh	TCR-CD3 inh	mABHD4 FP	HTRA1 inhibitor	SIAE inh
Cc1cccc(-c2c3c(=O)n(C)c(=O)n(C)c3c3nnc4ccccc4n23)c1	-1	1.3	-1	6	1	2	1	-9	-3	-5
CC1(C)CC(=O)c2cnc(NC(=O)Cc3ccc(Cl)cc3)nc2C1	0	-1.9	-4	2	9	-4	2	4	2	2
CC(=O)c1ccc(NC(=S)NC(C)CCc2ccccc2)cc1 (configuration not stated)	0	0.3	5	-2	1	0	5	-11	-12	1
Cc1ccc(OCC(=O)N(Cc2cccs2)C2CCS(=O)(=O)C2)cc1C (configuration not stated)	2	1.6	-1	3	5	-7	-3	5	1	1
Cc1ccc(S(=O)(=O)N2CCC(=O)c3ccccc32)cc1	-3	8.6	-1	13	7	1	-6	-2	-1	1
Cc1ccc(NC(=O)CN(C)C(=O)Cc2c(Cl)cccc2Cl)cc1	1	1.3	-7	-3	14	-1	-1	-2	-17	1
COc1ccc2oc(C(F)(F)C(F)(F)F)cc(=O)c2c1	-1	-0.3	-3	0	-10	1	-4	7	4	-3
Cc1ccc2nc3n(c(=O)c2c1)-c1ncccc1C(=O)NC3Cc1ccc(O)cc1 (configuration not stated)	-2	-1.6	-9	-2	5	0	2	-2	2	1
N#Cc1ccccc1OCC(=O)NC(=O)NC1CCS(=O)(=O)C1 (configuration not stated)	-4	-0.1	2	1	1	4	8	0	5	3
C[C@@H]1CCCCO[C@@H](CN(C)S(=O)(=O)c2cccs2)[C@@H](C)CN([C@H](C)CO)C(=O)c2cc(NS(=O)(=O)c3ccccc3)ccc2O1	-4	0.7	3	1	-4	5	-6	10	-28	-15
Cc1ccc(NC(=O)CCn2c(=O)[nH]c3ccsc3c2=O)cc1C	5	0.1	-5	0	-7	-1	1	-5	-4	4
COc1ccc(OC)c(-n2c(Cn3c(-c4ccccn4)nc4ccccc43)n[nH]c2=S)c1	1	-1.0	-2	8	10	4	5	-1	0	-1

Structural class: the entries above containing a cyano group.
SMILES	LEDGF integ inh	PG9 Ab binder	Tn7 DDE FP	UHRF1 binding	TDP2 inh	PRMT1 inh	TCR-CD3 inh	mABHD4 FP	HTRA1 inhibitor	SIAE inh
CN(C)C(/C=C/Nc1ccc(O)cc1)=C(C#N)C#N	3	0.7	3	-4	7	-1	0	6	-6	-4
N#Cc1ccccc1OCC(=O)NC(=O)NC1CCS(=O)(=O)C1 (configuration not stated)	-4	-0.1	2	1	1	4	8	0	5	3

Full records, looked up by structure. Order of values: LEDGF integ inh	PG9 Ab binder	Tn7 DDE FP	UHRF1 binding	TDP2 inh	PRMT1 inh	TCR-CD3 inh	mABHD4 FP	HTRA1 inhibitor	SIAE inh
Cc1ccc2nc3n(c(=O)c2c1)-c1ncccc1C(=O)NC3Cc1ccc(O)cc1 (configuration not stated) as listed: -2	-1.6	-9	-2	5	0	2	-2	2	1
Cc1ccc(S(=O)(=O)N2CCC(=O)c3ccccc32)cc1 as listed: -3	8.6	-1	13	7	1	-6	-2	-1	1

Screening data from PubChem.
